Assay outcomes deposited in PubChem BioAssay by National Center for Advancing Translational Sciences (NCATS).
NTMT1 inhibitor: NTMT1 methyltransferase inhibition; Q9BV86; NTMT1 MTase-Glo SAH luminescence, purified enzyme; Potency, µM (titrated, usually from 114 µM), for inactives: top-dose activity change, negative = inhibition, hits mostly inhibitors; 59,000 compounds, 2.5% hits; AID 1645870;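 further: potency means the concentration at half of the fitted maximal effect; plate controls were DMSO vehicle for no effect and no enzyme for full effect; nearly all actives have a fitted effect of over 65% in size; many of its hits are not listed in these tables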
Target sequence (Q9BV86 whole entry, looked up): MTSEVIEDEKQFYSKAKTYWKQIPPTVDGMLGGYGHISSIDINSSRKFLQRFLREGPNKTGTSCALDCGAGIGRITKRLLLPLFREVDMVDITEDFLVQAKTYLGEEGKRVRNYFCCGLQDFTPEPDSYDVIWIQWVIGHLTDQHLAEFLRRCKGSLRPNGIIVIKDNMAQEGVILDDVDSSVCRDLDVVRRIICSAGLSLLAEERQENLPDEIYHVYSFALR
TSG101-PTAP inh: inhibitors of HIV-1 PTAP binding to human TSG101, validation. Q99816. AID 1347069. Potency, µM (doses to about 115 µM), without a hit: top-dose activity change, negative = inhibition, usual class: inhibitors. Fluorescence polarization, FITC-PTAP peptide/Tsg101, 20 min. 44,000 tested, under 10 active; further: potency means the concentration at half of the fitted maximal effect; 0% is about no effect
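FITC-labeled PTAP peptide (50 nM final) binding to Tsg101 binding domain (10 uM final) read by fluorescence polarization after 20 min at r.t. in HEPES pH 7.5 buffer. Actives by CRC class, <25 µM.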
GALK inhibitor: inhibits human galactokinase | P51570 | recombinant GALK, Kinase-Glo ATP luminescence, 1 h | Potency, µM (doses to about 57.5 µM), inactives show top-dose activity, negative = inhibition, hits mostly inhibitors | 44,000 tested, under 10 active;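 further: plate controls were full GALK reaction for no effect and reaction lacking GALK for full effect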
Target sequence (P51570 whole entry, looked up): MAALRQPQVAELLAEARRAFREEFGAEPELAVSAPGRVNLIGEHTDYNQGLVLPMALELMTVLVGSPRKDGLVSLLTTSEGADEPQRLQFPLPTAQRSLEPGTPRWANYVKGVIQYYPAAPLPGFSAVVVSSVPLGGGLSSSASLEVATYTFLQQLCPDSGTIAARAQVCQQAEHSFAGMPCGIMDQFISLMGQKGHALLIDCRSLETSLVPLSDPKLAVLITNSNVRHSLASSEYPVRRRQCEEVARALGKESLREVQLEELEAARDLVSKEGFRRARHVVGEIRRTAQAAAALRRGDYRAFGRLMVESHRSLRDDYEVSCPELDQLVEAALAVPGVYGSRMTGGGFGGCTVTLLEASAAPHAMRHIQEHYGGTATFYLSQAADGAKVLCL
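5 nM GALK; 35 uM ATP; 100 uM D-galactose; 20 mM HEPES pH 8.0, 5 mM MgCl2, 60 mM NaCl, 1 mM DTT, 0.01% BSA; 1 h RT; Kinase-Glo Plus luminescence.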
B2AR arrestin ag: ADRB2 beta-arrestin recruitment | P07550 | HTLA Tango cells, beta-arrestin recruitment, luciferase luminescence, 18 h | Potency, µM (series often up to 46.1 µM), for the others: at the top dose activation, usual class: activators | 44,000 tested, under 10 active;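 further: potency means the concentration at half of the fitted maximal effect; 0% = DMSO and full agonism = EC100 isoproterenol or metaproterenol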
Target sequence (P07550 whole entry, looked up): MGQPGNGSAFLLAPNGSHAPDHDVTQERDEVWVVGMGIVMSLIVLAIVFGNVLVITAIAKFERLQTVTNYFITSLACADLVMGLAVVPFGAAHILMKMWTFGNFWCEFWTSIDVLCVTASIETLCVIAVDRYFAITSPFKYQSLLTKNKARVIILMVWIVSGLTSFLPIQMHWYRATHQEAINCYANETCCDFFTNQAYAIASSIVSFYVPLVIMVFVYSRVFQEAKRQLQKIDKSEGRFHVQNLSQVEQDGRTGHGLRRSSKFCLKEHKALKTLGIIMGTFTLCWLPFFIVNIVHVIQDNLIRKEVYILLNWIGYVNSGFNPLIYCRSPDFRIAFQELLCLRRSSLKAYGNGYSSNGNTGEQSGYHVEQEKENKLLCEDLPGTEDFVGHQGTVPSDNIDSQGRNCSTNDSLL
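Luminescence read-out: arrestin recruitment to recombinant beta2-AR releases tTA, inducing luciferase. Cells exposed 18 hr at 37 degrees C to up to 46 microM compound; %Activity from corrected signal, concentration-response curves classified by r2, magnitude and efficacy.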
p53null 39C kill: p53 null cell cytotoxicity, nonpermissive temperature; H1299 p53-null (neo) cells, 39C, ATPlite viability, 24 h; Potency, µM (top dose mostly 46.1 µM), without a hit: top-dose activity, negative = cell killing, usual class: cytotoxic; 55,000 compounds, 0.97% hits;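 further: potency means the concentration at half of the fitted maximal effect; 0% = DMSO only and -100% = full killing by 100 µM tamoxifen; nearly all actives have a fitted effect of over 50% in size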
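ATP-luminescence viability readout (ATPlite, 20 min RT) after 24 hr compound treatment at 39C of H1299-neo or H1299-p53A138V cells; titration up to 46 uM; normalized to DMSO and 100 uM tamoxifen; Hill-fit AC50.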
FH mod: Identification of activators of human fumarate hydratase by quantitative high-throughput screening; Fumarate hydratase, mitochondrial (Homo sapiens), P07954; FH coupled MDH/diaphorase resazurin fluorescence, 15 min; Potency, µM (series often up to 79.9 µM), for the others: top-dose activity change, negative = inhibition, hits mostly inhibitors; 54,000 compounds, 0.22% hits; further: potency means the concentration at half of the fitted maximal effect; on the % scale 0 is the no-effect control and ±100 the full control effect; the screen sought activators but most active calls are inhibition curves; nearly all actives have a fitted effect of over 45% in size
p53null 32C kill: kills p53 null cells at the permissive temperature. H1299-neo p53 null cells, ATP luminescence, 24 h, 32C. Potency, µM (titrated, usually from 46.1 µM), inactives show at the top dose activity change, negative = cytotoxicity, most hits filed as cytotoxic. 55,000 compounds, 0.62% hits. AID 903;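 further: potency means the concentration at half of the fitted maximal effect; 0% = DMSO only and -100% = full killing by 100 µM tamoxifen; nearly all actives have a fitted effect of over 55% in size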
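Luminescent ATP readout gave cell viability of p53-null H1299-neo cells after a 24 h compound exposure at the permissive 32C. Titrations ran up to 46 uM, and AC50s were fitted with the standard Hill equation.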
Starred values were filed as active, the others as inactive; ? = inconclusive; . = not tested or not shown; [ ] = remark or other dose. The call rests on the fitted dose curve; in most records, active means well fitted curve in the direction sought with a large enough effect; inconclusive means small, poorly fitted or top-dose-only effect, or another doubt; inactive means no such curve, though single readings can be large; an effect the other way counts as inactive or inconclusive. The list is partial; count on the stated rates, not on these rows.

Structure	B2AR arrestin ag	TSG101-PTAP inh	GALK inhibitor	p53null 39C kill	NTMT1 inhibitor	p53null 32C kill	FH mod
COc1cc(NC(=O)CC(C)S(=O)(=O)c2ccc3c(c2)CCN3C(C)=O)cc(OC)c1OC (configuration not stated)	0%	0%	-2%	8%	-22%	-8%	-7%
COc1ccc(NC(=O)/C=C\C(=O)N(c2ccc(C(C)C)cc2)C(C(=O)NCc2ccco2)c2ccc(C)cc2)cc1 (configuration not stated)	?	-10%	-2%	1%	-1%	16%	-28%
COc1ccccc1NC(=O)CSc1nc2c(oc3ccccc32)c(=O)n1-c1ccc(C)cc1	-2%	-2%	0%	9%	6%	-3%	-6%
O=C(C1CC1)N1CCN(c2nc3c(Cl)cccc3s2)CC1	-3%	-1%	0%	7%	2%	-2%	3%
CCOc1ccc(C(=O)NCC(c2ccc3c(c2)OCO3)N2CCN(C)CC2)cc1 (configuration not stated)	0%	-3%	3%	12%	9%	-2%	4%
CC(=O)c1cc2c(cc1N/C(=N/S(=O)(=O)c1ccc(Cl)cc1)c1ccc(F)cc1)OCO2	-2%	-1%	2%	1%	7%	10%	4%
COc1ccc(C(=O)OC2=C(C(=O)c3ccccc3)N(C)S(=O)(=O)c3ccccc32)cc1OC	0%	-5%	3%	-2%	5%	9%	-19%
COc1ccc(C)cc1-n1nnc(-c2nc(-c3ccccc3Cl)no2)c1N	1%	-1%	1%	14%	9%	14%	-15%
COc1ccc(NC(=O)c2nc(SCc3ccccc3F)ncc2Cl)cc1	1%	0%	7%	-17%	8%	-9%	-8%
COc1cc2[nH]c(=O)n(CCCCCC(=O)NCCc3ccccc3)c(=O)c2cc1OC	1%	0%	-2%	27%	14%	-5%	-1%

Entries shown so far with an aryl thioether with sulfur outside any ring (2):
Structure	B2AR arrestin ag	TSG101-PTAP inh	GALK inhibitor	p53null 39C kill	NTMT1 inhibitor	p53null 32C kill	FH mod
COc1ccccc1NC(=O)CSc1nc2c(oc3ccccc32)c(=O)n1-c1ccc(C)cc1	-2%	-2%	0%	9%	6%	-3%	-6%
COc1ccc(NC(=O)c2nc(SCc3ccccc3F)ncc2Cl)cc1	1%	0%	7%	-17%	8%	-9%	-8%

More entries.
Structure	B2AR arrestin ag	TSG101-PTAP inh	GALK inhibitor	p53null 39C kill	NTMT1 inhibitor	p53null 32C kill	FH mod
CC(C)CC(=O)Nc1nnc(S(=O)(=O)N2c3ccccc3CC2C)s1 (configuration not stated)	0%	2%	2%	-15%	15%	2%	-2%
CC(=O)Nc1ccc(S(=O)(=O)NC2=NCN(CCO)CN2)cc1	1%	0%	8%	.	-4%	.	-11%
CC(=O)N1c2ccccc2C(=O)C1N1CCN(c2cccc(C(F)(F)F)c2)CC1 (configuration not stated)	0%	1%	1%	16%	31%[activator]	1%	-17%
CCOC(=O)c1sc(NC(=O)c2nc3nc(C)cc(C(F)F)n3n2)c(C(=O)OC(C)C)c1C	0%	0%	6%	17%	1%	-3%	-32%
CC(C)n1c(SCC(=O)Nc2ccc(F)cc2)nc2c(oc3ccccc32)c1=O	-1%	-14%	6%	8%	?	3%	-20%
Nc1cc(=O)nc(SCC(=O)Nc2ccc(F)cc2)n1-c1ccccc1Cl	1%	-5%	8%	.	-7%	.	-1%
Cc1cc2nc(-c3ccc(NC(=O)c4ccccc4F)cc3)oc2cc1C	-1%	-10%	0%	7%	5%	-2%	1%
O=C(CS(=O)(=O)c1cccc2nsnc12)N1CCN(c2ccccc2F)CC1	?	-9%	0%	5%	2%	-11%	-30%
Cc1ccccc1Cn1c(=O)n(CCCCC(=O)NCc2ccccc2Cl)c(=O)c2ccccc21	-2%	-2%	-2%	4%	-7%	4%	-2%
CC(=O)Nc1ccccc1-c1nc2ccccc2n(C(C)C(=O)c2ccc(C)c(C)c2)c1=O (configuration not stated)	-2%	-3%	4%	15%	11%	0%	-28%
Cc1ccc(CNC(=O)CCCCCn2c(=O)c3sccc3n(CC(=O)N(C)c3ccccc3)c2=O)cc1	-2%	-10%	0%	-7%	-4%	11%	2%
Clc1ccccc1CNc1ncnc2c1c(-c1ccccc1)cn2-c1ccccc1	-1%	-1%	1%	10%	12%	-5%	-11%
Cc1ccccc1C(=O)Nc1cc(C)c(O)c(-c2nc3ccccc3o2)c1	0%	-5%	8%	-18%	19%	1%	-7%
CCc1ccc(NC(=O)c2cc(=O)c3ccc(C)c(C)c3o2)cc1	0%	-1%	0%	1%	4%	9%	-1%
O=C(CSc1nccn1-c1cccc(Cl)c1)Nc1cccc(C(F)(F)F)c1	0%	0%	-7%	11%	-18%	2%	-26%
COc1ccc(CNC(=O)c2cnc3sc(N4CCC(C)CC4)nn3c2=O)c(OC)c1	1%	-9%	2%	-16%	.	-4%	.
CCS(=O)(=O)N1N=C(c2ccc(C)cc2)CC1c1cc2ccc(OC)cc2nc1Cl (configuration not stated)	-1%	16%	4%	-3%	.	5%	.
Cc1ccccc1C(=O)Nc1c(C)nc2ccccn2c1=O	-1%	2%	1%	22%	9%	0%	3%
Cc1ccc(Nc2c(-c3ccc(C)cc3)nc3c(C)cccn23)cc1	-1%	-4%	-1%	15%	1%	11%	-25%
COC(=O)c1ccccc1NC(=O)Cn1c(=O)n(-c2cccc(OC)c2)c(=O)c2c(C)c(C(=O)N(C)C)sc21	-2%	-7%	5%	-10%	-2%	-5%	0%
Cc1ccc(NC(=O)CSc2nc3c(c(=O)[nH]2)CN(Cc2ccc4c(c2)OCO4)CC3)cc1C	-3%	2%	3%	2%	12%	-5%	?
CCOC(=O)c1ccc(NC(=O)c2ccc3c(c2)CCN3S(=O)(=O)c2ccc(Cl)cc2)cc1	-1%	-1%	2%	-12%	8%	0%	-38%
O=S(=O)(NCC(c1cccs1)S(=O)(=O)c1ccccc1)c1ccc(F)c(C(F)(F)F)c1 (configuration not stated)	-3%	0%	-3%	17%	-1%	0%	-8%
CN(C)c1ccc(C(CNS(=O)(=O)c2ccc(Cl)cc2)N2CCOCC2)cc1 (configuration not stated)	1%	-2%	1%	0%	3%	-3%	-3%
CCC1CCCCN1CCCNC(=O)c1sc2nc(C)cc(C)c2c1-n1cccc1 (configuration not stated)	-3%	4%	2%	-1%	?	12%	-18%
COCCNC(=O)CCc1c(C)nc2c(c(C)nn2-c2ccc(C)cc2)c1C	-3%	3%	-2%	-11%	-10%	-9%	-9%
O=C(CSc1nc(=O)n(Cc2ccco2)c2c1CCC2)Nc1cccc(F)c1	0%	-2%	-1%	10%	-5%	-2%	-24%
Cn1c2c(c(=O)n(C)c1=O)C(c1ccccc1[N+](=O)[O-])CC(=O)N2 (configuration not stated)	0%	-2%	1%	4%	20%	-5%	1%
CCOC(=O)C1CCN(C(=O)Cn2nc(C)n3c(cc4cc(F)ccc43)c2=O)CC1	1%	-6%	6%	14%	.	-12%	.
CN(C)c1ccc(NC(=O)CSC2=Nc3ccccc3C3=NC(CC(=O)NCc4ccccc4)C(=O)N23)cc1 (configuration not stated)	-3%	6%	3%	-22%	4%	-10%	-14%
COc1ccc(-c2noc(-c3ccc(N4CCCCC4)c([N+](=O)[O-])c3)n2)cc1	-2%	0%	0%	-6%	-16%	-2%	-3%
O=C(Cn1c(=O)nc(-c2ccccc2)c2cc(Cl)ccc21)NCCc1ccccc1	0%	0%	3%	-7%	11%	-2%	-7%
CCSc1nc(=O)c2c(n1C)NC(=O)CC2c1ccc(O)cc1OC (configuration not stated)	-4%	0%	3%	4%	-3%	-10%	-3%
Cc1cc(Cl)ccc1NS(=O)(=O)c1c(C(=O)N2CCC(C)CC2)c(C)n(C)c1C	-1%	-3%	-3%	12%	12%	-2%	1%
COc1cc(NC(=O)c2cnn(-c3cccc(F)c3)c2C2CCNCC2)cc(OC)c1OC	-1%	-2%	-1%	-6%	?	-13%	-7%
Cc1ccc(C)c(NC(=O)c2nn(C)c3c2CS(=O)(=O)c2ccccc2-3)c1	1%	0%	8%	-6%	21%	-7%	4%
CC1CCc2onc(C(=O)N3CCN(c4cccc(Cl)c4)CC3)c2C1 (configuration not stated)	-1%	0%	1%	-5%	3%	5%	-12%
CCOC(=O)C1CCN(c2cc(C)nc3c(-c4ccccc4OC)c(C)nn23)CC1	7%	1%	0%	?	5%	28%	-6%
O=C(NCc1ccc(Cl)cc1)c1cnc2sc(N3CCCCCC3)nn2c1=O	-1%	-4%	3%	-5%	-2%	2%	0%
CCc1ccc(CNC(=O)c2cnc3sc(N4CCCCC4)nn3c2=O)cc1	1%	-2%	-3%	14%	.	1%	.
CCc1c(C)sc(NC(=O)c2cc(-c3ccc(OC)c(OC)c3)on2)c1C#N	-1%	-1%	6%	1%	.	-2%	.
Cc1sc2c(c1C)c(=O)n(CCc1ccccc1)c(=O)n2Cc1ccc(F)cc1	1%	-6%	0%	-8%	-4%	11%	-11%
O=C1CCCc2cc(S(=O)(=O)N3CCCC(C(=O)NCc4ccccc4Cl)C3)ccc2N1 (configuration not stated)	-1%	-2%	1%	-3%	-15%	-3%	-3%
Cc1nc2c3cccnc3nn2c(C)c1CCC(=O)NCc1ccccc1Cl	1%	-5%	2%	1%	-2%	2%	-4%
COc1ccc(CNC(=O)c2ccc(-c3nc(CSc4ccc(C)cc4)c(C)o3)cc2)c(OC)c1	2%	-4%	1%	16%	4%	7%	-25%
COc1ccccc1Cn1cc(C(=O)c2ccc(Cl)cc2)c(=O)c2cc3c(cc21)OCCO3	1%	-9%	-3%	-20%	?	-6%	-5%
Cc1c(Cl)cccc1NC(=O)C(C)n1nc(C)c2c(C)n(-c3ccccc3)nc2c1=O (configuration not stated)	1%	-4%	-2%	-6%	-11%	1%	-1%
Cc1ccc(CNC(=O)C2CCCN(c3nnc(-n4c(C)ccc4C)s3)C2)cc1 (configuration not stated)	-2%	0%	2%	-2%	?	0%	-4%
CC1=C(C(=O)Nc2ccccc2)C(c2ccccc2C)n2ncc(C(=O)Nc3ccccc3)c2N1 (configuration not stated)	0%	2%	-4%	-6%	14%	2%	-34%
COc1cccc(-n2c(-c3ccco3)nc3c(cnn3-c3ccc(C)cc3)c2=O)c1	0%	1%	0%	29%	-1%	34%[activator]	?
Cc1cccc(N2CCN(C(=O)c3nn(C)c4c3CS(=O)(=O)c3ccccc3-4)CC2)c1C	-1%	-3%	0%	-15%	-1%	-3%	-19%
Cc1ccccc1C(=O)N1CCC(N2CCN(Cc3ccc(F)cc3)C(=O)C2=O)CC1	0%	0%	-1%	-3%	.	-4%	.
